# HADH2 inh: qHTS Assay for Inhibitors of HADH2 (Hydroxyacyl-Coenzyme A Dehydrogenase, Type II). 3-hydroxyacyl-CoA dehydrogenase type-2 (Homo sapiens), Q99714. recombinant HADH2, NADH fluorescence, beta-hydroxybutyryl-CoA. Potency, µM (doses to about 57.1 µM), inactives show at the highest dose activity change, negative = inhibition, most hits filed as inhibitors. 73,000 compounds, 3.4% hits; note: potency is the fitted concentration of half-maximal effect; % is set by controls: 0 for no effect and ±100 for the full control effect; nearly all actives have a fitted effect of over 60% in size; many of its hits are not listed in these tables
#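 His-tagged recombinant enzyme from E. coli, 20 nM, preincubated 15 min RT with compound; reaction started with 1 mM NAD+ and 90 uM beta-hydroxybutyryl-CoA in 100 mM Tris-HCl pH 9.0. NADH fluorescence (ex 360/em 450) read over 4 min; last-minus-first difference.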
# HEK293 cAMP ctrl: qHTS Assay for Agonists of the Thyroid Stimulating Hormone Receptor: Activators of Intracellular cAMP Concentrations in Parental HEK 293; AID 938, 2007; parental HEK293 CNG cAMP sensor, membrane potential fluorescence; Potency, µM (doses to about 57.1 µM), inactives show top-dose activation, hits mostly activators; 73,000 compounds, 2.5% hits; note: potency is the fitted concentration of half-maximal effect; % of control where 0% means no effect; nearly all actives have a fitted effect of over 55% in size
#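 Parental HEK 293 cells stably expressing a modified CNG channel (no TSHR) report cAMP rise as membrane depolarization. Membrane potential dye with 100 uM RO 20-1724 was loaded for 60 min at room temperature, then compound added for 30 min; fluorescence read at 590 nm.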
# Caspase-1 inhib: qHTS Assay for Allosteric/Competitive Inhibitors of Caspase-1. P29466. Caspase-1 enzyme, Ac-WEHD-AFC fluorogenic rate. Potency, µM (titrated, usually from 57.5 µM), for the others: at the top dose activity change, negative = inhibition, usual class: inhibitors. 75,000 compounds, 0.03% hits. AID 900, 2007;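 note: potency is the fitted concentration of half-maximal effect; plate controls were vehicle for no effect and no substrate for full effect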
# Caspase-7 inhib: qHTS Assay for Allosteric/Competitive Inhibitors of Caspase-7; recombinant caspase-7, Ac-DEVD-AFC fluorescence rate; Potency, µM (series often up to 57.5 µM), for inactives: top-dose activity change, negative = inhibition, most hits filed as inhibitors; 75,000 compounds, 0.02% hits; AID 889, 2007; active = well fitted inhibition curve with a large enough effect in the main read-out, with a control signal flat, not every such curve was filed as active; inconclusive = small, poorly fitted or top-dose-only effect, or a change in a side signal; note: potency is the fitted concentration of half-maximal effect; % of control where 0% means no effect
# Tau filament bind: qHTS Assay for Tau Filament Binding; recombinant tau filaments, thioflavin S fluorescence, 15 h; filaments grown with octadecylsulfate alongside compound; Potency, µM (titrated, usually from 57.1 µM), without a hit: at the top dose activity change, negative = inhibition; 71,000 compounds, 2% hits; AID 596, 2007;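 note: potency is the fitted concentration of half-maximal effect; % is set by controls: 0 for no effect and ±100 for the full control effect; actives lower thioflavin S fluorescence by blocking filaments or displacing dye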
#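 Quantitative HTS: thioflavine S signal from ODS-induced tau filaments, excited at 450 nm, emission 510 nm. Conditions: 1 uM tau, 30 uM ODS, 15 h at 37 C, pH 7.4.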
# USP2a inhib: qHTS Assay for Inhibitors of Ubiquitin-specific Protease USP2a; Ubiquitin carboxyl-terminal hydrolase 2 (Homo sapiens), O75604; USP2a enzymatic assay, qHTS inhibition; Potency, µM (highest dose often 38.3 µM), for the others: top-dose activity change, negative = inhibition, usual class: inhibitors; 60,000 compounds, 0.1% hits;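 note: potency is the fitted concentration of half-maximal effect; nearly all actives have a fitted effect of over 60% in size; plate controls were DMSO for no effect and NEM full inhibition control for full effect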
# Target sequence (O75604 whole entry, looked up): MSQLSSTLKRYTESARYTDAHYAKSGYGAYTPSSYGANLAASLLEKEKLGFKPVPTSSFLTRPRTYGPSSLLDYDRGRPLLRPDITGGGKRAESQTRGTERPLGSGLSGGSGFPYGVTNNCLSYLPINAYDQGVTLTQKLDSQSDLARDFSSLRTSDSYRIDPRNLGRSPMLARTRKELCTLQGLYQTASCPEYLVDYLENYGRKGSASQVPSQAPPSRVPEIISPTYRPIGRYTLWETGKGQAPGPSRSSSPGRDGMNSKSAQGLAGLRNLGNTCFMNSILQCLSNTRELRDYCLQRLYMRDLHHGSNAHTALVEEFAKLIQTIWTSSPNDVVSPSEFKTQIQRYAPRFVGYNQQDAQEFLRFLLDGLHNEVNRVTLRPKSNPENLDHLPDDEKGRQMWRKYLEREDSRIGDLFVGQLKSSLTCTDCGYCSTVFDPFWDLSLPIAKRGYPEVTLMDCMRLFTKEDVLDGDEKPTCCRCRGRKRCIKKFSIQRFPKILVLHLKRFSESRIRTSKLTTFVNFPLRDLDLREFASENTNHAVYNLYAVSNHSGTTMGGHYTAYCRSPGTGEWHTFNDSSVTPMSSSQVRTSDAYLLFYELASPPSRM
#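 Coupled readout: USP2-cleaved Ub-PLA2 (20nM final) turns over NBD C6-HPC (20uM final), Ex 460nm/Em 535nm after 2.5 h, time-zero read flagging artifacts. Enzyme (20nM final, pH 8.0 Tris) given 30 min RT with compound first; NEM defines full inhibition.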
# TexasRed autofl: qHTS Assay for Spectroscopic Profiling in Texas Red Spectral Region; Compound fluorescence, Texas Red channel, 547/618 nm; hits give high values; max dye-equivalent concentration, M; 59,000 compounds, 0.06% hits; in the data active = max dye-equivalent concentration above about 10 nM; inconclusive = between about 1.1 nM and that limit
#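 Compound titrations in 100 mM Tris pH 8.0 were incubated 15 min at room temperature and read at 547 nm excitation / 618 nm emission. Texas Red six-point standard curve on each plate converted fluorescence to dye-equivalent concentration.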
# ERK AVP block: qHTS Assay for Inhibitors of the ERK Signaling Pathway using a Homogeneous Screening Assay. HEK293-V1b, vasopressin-stimulated pERK AlphaScreen. Potency, µM (titrated, usually from 57.5 µM), for the others: at the highest dose activity, negative = inhibition, most hits filed as inhibitors. 72,000 compounds, 0.99% hits. AID 995, 2007; note: potency is the fitted concentration of half-maximal effect; % is set by controls: 0 for no effect and ±100 for the full control effect; nearly all actives have a fitted effect of over 55% in size
#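 Overnight-seeded V1b-HEK293 cells in 1% FBS got compound, then vasopressin (25 nM final, 5 min, 37C), then lysis buffer. AlphaScreen detection of phospho-ERK; activity normalized to basal and full-stimulation controls.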
# Fluorescein autfl: qHTS Assay for Spectroscopic Profiling in Fluorescein Spectral Region; Compound autofluorescence, 480/540 nm, fluorescein-equivalent; hits give high values; max fluorescein-equivalent concentration, M; 59,000 compounds, 0.91% hits; AID 593, 2007; in the data active = max fluorescein-equivalent concentration above about 10 nM; inconclusive = between about 1.1 nM and that limit
#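 Autofluorescence profiling; 100 mM Tris, pH 8.0; incubation 15 min at RT; ex/em 480/540 nm; result as fluorescein-equivalent concentration.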
# Luciferase inh: qHTS Assay for Inhibitors of Firefly Luciferase. Luciferin 4-monooxygenase (Photinus pyralis), P08659. purified firefly luciferase, luminescence, 8 min. Potency, µM (top dose mostly 57.1 µM), for the others: at the top dose activity change, negative = inhibition, actives largely listed as inhibitors. 72,000 compounds, 2.2% hits. AID 411, 2009; note: potency is the fitted concentration of half-maximal effect; % is set by controls: 0 for no effect and ±100 for the full control effect; nearly all actives have a fitted effect of over 40% in size
#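 Luminescence read-out after 8 min at room temperature; enzyme reaction used luciferin plus 10 uM ATP (linear range) in imidazole buffer pH 7.2 with KCl, MgCl2, Tween 20 and BSA. Each sample was run as a titration.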
# Rhodamine fluor: qHTS Assay for Spectroscopic Profiling in Rhodamine Spectral Region. Rhodamine-region fluorescence, 547/598 nm, Tris buffer; hits give high values. max dye-equivalent concentration, M. 59,000 compounds, 0.05% hits. AID 594, 2007; in the data active = max dye-equivalent concentration above about 11 nM; inconclusive = between about 1.1 nM and that limit
#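 Compound fluorescence in 100 mM Tris, pH 8.0, read after 15 min at room temperature with 547 nm excitation and 598 nm emission. Output is dye-equivalent concentration from an on-plate rhodamine standard series.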
# Active calls of the source: *; i = inactive; ? = inconclusive; · = not tested or not shown; [ ] = remark or other dose. Unless noted, calls come from the whole dose curve; as a rule, active = well fitted curve in the direction sought with a large enough effect; inconclusive = small, poorly fitted or top-dose-only effect, or another doubt; inactive = no such curve, though single readings can be large; an effect the other way counts as inactive or inconclusive.
1. O=C1N(CN2CCOCC2)c2ccccc2C1(O)c1c[nH]c2ccccc12 (stereo unspecified)
2. Cc1ccc2c(c1)C1CN(C)CCC1N2C(=O)Cn1nnc(-c2ccccc2F)n1 (stereo unspecified)
3. COc1ccc2[nH]c(C)c(CCN3CCC(=O)C(C)C3C)c2c1 (stereo unspecified)
4. Cn1nc(-c2ccc(OCC(=O)N3CCN(Cc4ccccc4)CC3)cc2)c2ccccc2c1=O
5. CC(=O)C1=C(C)OC(N)=C(C(=O)OC(C)C)C12C(=O)Nc1ccccc12 (stereo unspecified)
6. CC(C)(C)c1ccc(O)c(C[N+](C)(C)C)c1
7. CCC(C(=O)N1CCC2(CC1)OCCO2)c1ccccc1 (stereo unspecified)
8. Nc1ccccc1C(=O)OC1CSC1

Compound	1	2	3	4	5	6	7	8
HADH2 inh	1%	8%	-10%	1%	15%	7%[11.4 µM]	5%	?
HEK293 cAMP ctrl	-2%	6%	?	?	3%	6%[11.4 µM]	4%	?
Caspase-1 inhib	1%	-1%	3%	0%	1%	0%[11.5 µM]	-1%	0%
Caspase-7 inhib	0%	1%	-1%	-2%	5%	1%[11.5 µM]	1%	-5%
Tau filament bind	-13%	-7%	?	6%	-17%	-1%[11.4 µM]	5%	-8%
USP2a inhib	-3%	·	·	24%	-4%	·	-2%	24%
TexasRed autofl	i	·	·	i	i	i	i	·
ERK AVP block	-4%	·	-19%	32µM*	-18%	-6%[11.5 µM]	-15%	14%
Fluorescein autfl	i	·	·	i	i	i	i	·
Luciferase inh	2%	0%	0%	3%	3%	1%[11.4 µM]	1%	0%
Rhodamine fluor	i	·	·	i	i	i	i	·

# Reformatted: entries from further up.
[1] O=C1N(CN2CCOCC2)c2ccccc2C1(O)c1c[nH]c2ccccc12 (stereo unspecified)
  HADH2 inh: 1%
  HEK293 cAMP ctrl: -2%
  Caspase-1 inhib: 1%
  Caspase-7 inhib: 0%
  Tau filament bind: -13%
  USP2a inhib: -3%
  TexasRed autofl: i
  ERK AVP block: -4%
  Fluorescein autfl: i
  Luciferase inh: 2%
  Rhodamine fluor: i

[2] Cc1ccc2c(c1)C1CN(C)CCC1N2C(=O)Cn1nnc(-c2ccccc2F)n1 (stereo unspecified)
  HADH2 inh: 8%
  HEK293 cAMP ctrl: 6%
  Caspase-1 inhib: -1%
  Caspase-7 inhib: 1%
  Tau filament bind: -7%
  USP2a inhib: ·
  TexasRed autofl: ·
  ERK AVP block: ·
  Fluorescein autfl: ·
  Luciferase inh: 0%
  Rhodamine fluor: ·

# Copied from the list:
# Under Caspase-1 inhib, `Cn1nc(-c2ccc(OCC(=O)N3CCN(Cc4ccccc4)CC3)cc2)c2ccccc2c1=O` is listed with 0%
# Under Luciferase inh, `CC(=O)C1=C(C)OC(N)=C(C(=O)OC(C)C)C12C(=O)Nc1ccccc12` (stereo unspecified) is listed with 3%
# Under USP2a inhib, `O=C1N(CN2CCOCC2)c2ccccc2C1(O)c1c[nH]c2ccccc12` (stereo unspecified) is listed with -3%
# Under Caspase-1 inhib, `Cc1ccc2c(c1)C1CN(C)CCC1N2C(=O)Cn1nnc(-c2ccccc2F)n1` (stereo unspecified) is listed with -1%

# Along the list, from the results shown:
# ERK AVP block, nos. 1 to 8 → -4%, ·, -19%, 32µM*, -18%, -6%[11.5 µM], -15%, 14%
# Tau filament bind, nos. 1 to 8 → -13%, -7%, ?, 6%, -17%, -1%[11.4 µM], 5%, -8%

# 2 entries from above, with values under each structure:
# Each structure is followed by: HADH2 inh	HEK293 cAMP ctrl	Caspase-1 inhib	Caspase-7 inhib	Tau filament bind	USP2a inhib	TexasRed autofl	ERK AVP block	Fluorescein autfl	Luciferase inh	Rhodamine fluor
[7] CCC(C(=O)N1CCC2(CC1)OCCO2)c1ccccc1 (stereo unspecified)
 : 5%	4%	-1%	1%	5%	-2%	i	-15%	i	1%	i
[8] Nc1ccccc1C(=O)OC1CSC1
 : ?	?	0%	-5%	-8%	24%	·	14%	·	0%	·

# A portion of the library. The share of hits here may be higher or lower than overall.
